Screening data from PubChem BioAssay.
Tau ThT inhib: qHTS for Inhibitors of Tau Fibril Formation, Thioflavin T Binding; Microtubule-associated protein tau (Homo sapiens), P10636; recombinant tau K18 P301L, heparin-induced fibrillization, ThT fluorescence; Potency, µM (top dose mostly 57.4 µM), for the others: at the top dose activity, negative = inhibition, usual class: inhibitors; hit rate 2.1% among 270,000; further: nearly all actives have a fitted effect of over 55% in size
Target sequence (P10636 561-689 P618L limits assumed): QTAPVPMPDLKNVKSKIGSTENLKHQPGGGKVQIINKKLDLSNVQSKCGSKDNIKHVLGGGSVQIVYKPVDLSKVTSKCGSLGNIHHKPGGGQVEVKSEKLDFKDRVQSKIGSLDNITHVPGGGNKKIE
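Fibril formation assay: tau K18 P301L at 15 uM with trace Alexa 594 label, heparin inducer 20 uM, pH 7 sodium acetate buffer, 37 C for 6 hr; endpoint ThT signal.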
L3MBTL1 inh: qHTS Assay for the Inhibitors of L3MBTL1 | Lethal(3)malignant brain tumor-like protein 1 (Homo sapiens), Q9Y468 | AlphaScreen L3MBTL1–H3K9me1 peptide binding | Potency, µM (titrated, usually from 57.1 µM), for the others: at the top dose activity, negative = inhibition, hits mostly inhibitors | hit rate 0.66% among 230,000 | AID 485360, 2010; further: nearly all actives have a fitted effect of over 60% in size
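Displacement of a biotinylated histone H3(1-15) peptide monomethylated at Lys9 (75 nM) from L3MBTL1 (50 nM) was measured by AlphaScreen after a 30 min room-temperature compound incubation; cefsulodin titration served as intraplate control.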
TR SRC2 fluor cs: Total Fluorescence Counterscreen for Inhibitors of the Interaction of Thyroid Hormone Receptor and Steroid Receptor Coregulator 2; TRb/SRC2 Texas Red total fluorescence interference; AID 1479, 2009; Potency, µM (doses to about 106 µM), for inactives: at the highest dose fluorescence change, negative = quenching; hit rate 0.29% among 280,000; active means well fitted curve in either direction with a large enough effect; inconclusive means small, poorly fitted or top-dose-only effect
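Human TRb ligand-binding domain at 0.6 uM with 20 nM Texas Red SRC2 peptide in Tris buffer containing 1 uM T3 and 5% DMSO, incubated with compound 5 h at ambient temperature. Total fluorescence (555/632 nm) calculated as parallel + 2 × perpendicular.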
Tau fluor cs: Counterscreen qHTS for Inhibitors of Tau Fibril Formation, Fluorescence Polarization. tau K18 P301L Alexa594 fluorescence, heparin fibrillization. Potency, µM (series often up to 57.7 µM), for the others: at the top dose activity change, negative = decrease. hit rate 0.93% among 280,000; further: nearly all actives have a fitted effect of over 55% in size
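Human tau K18 P301L (15 uM unlabeled, 0.24 uM Alexa 594-labeled) in 100 mM sodium acetate pH 7 with 20 uM heparin, 6 hr at 37 C. ThT 30 uM added, 1 hr ambient; Alexa 594 FP and total fluorescence read at 555/632 nm.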
TRb-SRC2 inh: qHTS for Inhibitors of the Interaction of Thyroid Hormone Receptor and Steroid Receptor Coregulator 2. TRbeta-SRC2 peptide binding, fluorescence polarization; receptor liganded with 1 µM T3. Potency, µM (titrated, usually from 106 µM), without a hit: at the top dose activity change, negative = inhibition, usual class: inhibitors. hit rate 0.065% among 280,000;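 further: plate controls were bound peptide for no effect and peptide without receptor for full effect; nearly all actives have a fitted effect of over 50% in size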
Target sequence (P10828 whole entry, looked up): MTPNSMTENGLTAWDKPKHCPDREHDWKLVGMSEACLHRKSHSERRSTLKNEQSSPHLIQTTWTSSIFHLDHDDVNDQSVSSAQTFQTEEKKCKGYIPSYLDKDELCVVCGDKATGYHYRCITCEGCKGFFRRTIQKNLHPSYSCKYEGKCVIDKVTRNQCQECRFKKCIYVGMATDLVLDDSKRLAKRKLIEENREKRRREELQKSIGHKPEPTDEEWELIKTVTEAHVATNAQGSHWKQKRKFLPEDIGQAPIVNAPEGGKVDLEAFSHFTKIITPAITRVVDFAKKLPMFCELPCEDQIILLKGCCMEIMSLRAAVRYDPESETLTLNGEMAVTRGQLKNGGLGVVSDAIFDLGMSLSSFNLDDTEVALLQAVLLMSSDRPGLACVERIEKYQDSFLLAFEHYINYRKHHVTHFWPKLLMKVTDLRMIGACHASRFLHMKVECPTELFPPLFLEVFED
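TRb LBD 0.6 uM + Texas Red SRC2 peptide 20 nM, 1 uM T3, Tris buffer w/ 5% DMSO; compound pinned, 5 h RT; FP read ex 555/em 632; normalized to unbound and bound controls.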
Tau FP inhib: qHTS for Inhibitors of Tau Fibril Formation, Fluorescence Polarization; AID 1468, 2008; hit rate 0.39% among 280,000; K18 P301L tau heparin fibrillization, Alexa594 FP, 6 h; Microtubule-associated protein tau (Homo sapiens), P10636; Potency, µM (top dose mostly 57.7 µM), for the others: top-dose activity, negative = inhibition, most hits filed as inhibitors; further: nearly all actives have a fitted effect of over 55% in size
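Heparin (20 uM) drove fibril formation of recombinant tau K18 P301L, 15 uM unlabeled with 0.24 uM Alexa 594 label, for 6 hr at 37 C in 100 mM sodium acetate pH 7. Fluorescence polarization (555/632 nm) read 1 hr after 30 uM ThT.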
aGal spleen mod: qHTS Assay for Inhibitors and Activators of Human alpha-Galactosidase From Spleen Homogenate | Alpha-galactosidase A (Homo sapiens), P06280 | human spleen homogenate, 4MU-alpha-Gal fluorescence, 40 min | Potency, µM (top dose mostly 80 µM), without a hit: top-dose activity change, negative = inhibition, actives largely listed as inhibitors | hit rate 0.008% among 240,000;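 further: 0% = enzyme with vehicle and -100% = no enzyme basal signal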
Target sequence (P06280 32-429 limits assumed): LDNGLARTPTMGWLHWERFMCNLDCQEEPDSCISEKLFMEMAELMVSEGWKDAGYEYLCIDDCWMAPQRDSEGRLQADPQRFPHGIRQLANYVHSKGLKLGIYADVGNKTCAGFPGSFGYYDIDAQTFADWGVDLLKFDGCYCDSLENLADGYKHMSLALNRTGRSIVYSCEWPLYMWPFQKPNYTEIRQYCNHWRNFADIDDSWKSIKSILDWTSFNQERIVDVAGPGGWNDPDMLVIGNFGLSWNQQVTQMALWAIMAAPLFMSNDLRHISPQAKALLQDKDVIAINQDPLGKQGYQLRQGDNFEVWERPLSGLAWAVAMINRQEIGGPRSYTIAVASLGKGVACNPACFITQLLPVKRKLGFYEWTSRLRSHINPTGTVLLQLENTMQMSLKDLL
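Inhibition or activation of alpha-galactosidase in human spleen homogenate is scored by 4-MU fluorescence after 40 min at 37C, pH 5.0, with 1 mM substrate. AC50s come from concentration-response fitted to the Hill equation.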
ALDH1A1 block: qHTS Assay for Inhibitors of Aldehyde Dehydrogenase 1 (ALDH1A1). hit rate 7.3% among 220,000. Potency, µM (series often up to 75.3 µM), for the others: at the top dose activity, negative = inhibition, actives largely listed as inhibitors. Purified ALDH1A1, NADH fluorescence, propionaldehyde substrate. AID 1030, 2008. Aldehyde dehydrogenase 1A1 (Homo sapiens), P00352; active means well fitted inhibition curve with a large enough effect, not every such curve was filed as active; inconclusive means small, poorly fitted or top-dose-only effect, or another doubt; inactive means no such curve, though single readings can be large or run the other way;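 further: plate controls were no enzyme wells and a reference inhibitor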
* marks the source's active call; other numbers are inactive results; ? = inconclusive; / = not tested or not shown; & = joins results of further samples; [ ] = another dose, or the depositor's remark. Unless noted, the call rests on the fitted dose curve; in most records, active means well fitted curve in the direction sought with a large enough effect; inconclusive means small, poorly fitted or top-dose-only effect, or another doubt; inactive means no such curve, though single readings can be large; an effect the other way counts as inactive or inconclusive. Unless noted, on the % scale 0 is the no-effect control and ±100 the full control effect; potency means the concentration at half of the fitted maximal effect. An unsorted share of the library. Share with any hit: about 8.5%.

SMILES | Tau ThT inhib | L3MBTL1 inh | TR SRC2 fluor cs | Tau fluor cs | TRb-SRC2 inh | Tau FP inhib | aGal spleen mod | ALDH1A1 block
CC(=O)Nc1ccc(Nc2ncnc3sc4c(c23)CCCC4)cc1 | -18% | / | -5% | -21% | 3% | 6% | / | /
O=C(OCc1cccc(F)c1)c1ccc2c(c1)-c1ccccc1C2=O | ? | -9% | -3% | ? | -2% | 13% | -11% | 8%
Cc1ccc(C(=O)C2CCN(CC(=O)NC3CCCCC3)CC2)cc1 | -6% | 7% | -2% | -8% | -5% | 3% | 4% | -4%
COc1ccc(C2C(C(C)=O)=C(O)C(=O)N2c2nccs2)c(OC)c1 (stereo unspecified) | 1% | -10% | -3% | -2% | -6% | -4% | 7% | 3%
COc1cc(/C=N/N=C2/NC(=O)C(c3ccccc3)S2)ccc1O (stereo unspecified) | -19% | -13% | -2% | -20% | -12% | 15% | 6% | 7%
CC(=O)N1CCN(CC(=O)O)CC1 | -10% | / | -2% | -9% | -3% | 1% | -3% | -62%
COc1ccc(CC(=O)NC2=NCCS2)cc1 | -12% | / | -2% | -3% | -13% | -12% | 3% | 6%
CCN1CCCC1CNC(=O)c1ccc(Sc2ccccc2Cl)c([N+](=O)[O-])c1 (stereo unspecified) | -14% | / | -2% | ? | -4% | 16% | -1% | 0%
CN1CCN(CCC(=O)N/N=C/c2cc([N+](=O)[O-])ccc2OC(F)F)CC1 | -5% | -11% | -3% | -5% | -9% | 9% | -7% | 4%
CC(=O)NNC(=O)c1ccncc1 | -4% | 14% | 0% | -5% | -7% | 1% | -15% | 3%
O=C(CC12CC3CC(CC(C3)C1)C2)NCO | -9% | -3% | 0% | 4% | -11% | 2% | -2% | 22%
CCn1c(C)cc2c(c1=O)C(c1ccc3c(c1)OCO3)C(C#N)=C(N)O2 (stereo unspecified) | 3% | 7% | 0% | 11% | -3% | 13% | -5% | -16%
COC(=O)c1cc(C(=O)c2cc(Cl)ccc2O)coc1=N | 2% | / | -2% | -6% | 6% | 2% | 6% | ?
Cn1cccc1Cc1nnc(SCC(=O)NCCc2ccccc2)n1C | -11% | / | -4% | -6% | -2% | -6% | 1% | 2%
c1ccc(-c2nc(-c3cccc4ccccc34)c(NC3CCCCC3)o2)cc1 | -6% | / | -4% | -1% | 11% | -4% | 10% | 1%
Cc1ccc2nc(SCC(=O)NCc3ccco3)c(C)cc2c1 | ? | -18% | -3%[53 µM] | -12% | 8%[53 µM] | -2% | 8% | 16µM*
CC(C)Cc1nc2sc3c(=O)[nH]cnc3c2c2c1CCC2 | 0% | 5% | -2% | 2% | -2% | -13% | -1% | -8%
Cn1c(=O)c2c(nc(Oc3ccc(F)cc3)n2Cc2ccc(F)cc2)n(C)c1=O | -5% | / | -2% | -10% | -7% | -10% | / | /
CCCS(=O)c1nc(C)cc(C)c1S(C)(=O)=O (stereo unspecified) | 7% | -8% | -2% | 3% | 3% | -5% | 1% | -4%
CCCCCc1c(C)nc(N2CCOCC2)[nH]c1=O | -10% | 5% | 0% | -8% | -12% | -13% | -2% | 7%
COc1ccc(C)cc1NC(=O)c1oc2ccc(S(=O)(=O)N(C)C3CCCCC3)cc2c1C | 4% | / | -1% | -8% | -3% | 2% | / | /
CC(=O)c1cnc2c(-c3ccccc3)cnn2c1C | -13% | 4% | 1% | -8% | 3% | -5% | -7% | 2%
CCOc1ccc(CCNC(=O)c2cc3sccc3n2CC)cc1OCC | ? | / | -17%&0% | -18%&-15% | 1%&8% | 3%&6% | -3% | ?
O=C(CSc1nnc(C2COc3ccccc3O2)o1)N1CCCC1 (stereo unspecified) | -6% | / | 0% | -5% | 5% | -11% | 11% | ?
CCNC(=O)NC(=O)COC(=O)CCCSc1nc2ccccc2[nH]1 | 9% | 0% | -4% | 9% | -3% | 3% | 9% | 2%

Compound profiles (already shown). Screens in order: Tau ThT inhib, L3MBTL1 inh, TR SRC2 fluor cs, Tau fluor cs, TRb-SRC2 inh, Tau FP inhib, aGal spleen mod, ALDH1A1 block
CC(=O)N1CCN(CC(=O)O)CC1 is listed as -10%, /, -2%, -9%, -3%, 1%, -3%, -62%
CC(=O)NNC(=O)c1ccncc1 is listed as -4%, 14%, 0%, -5%, -7%, 1%, -15%, 3%
COC(=O)c1cc(C(=O)c2cc(Cl)ccc2O)coc1=N is listed as 2%, /, -2%, -6%, 6%, 2%, 6%, ?

The results go on:
SMILES | Tau ThT inhib | L3MBTL1 inh | TR SRC2 fluor cs | Tau fluor cs | TRb-SRC2 inh | Tau FP inhib | aGal spleen mod | ALDH1A1 block
COc1ccc(-c2cc(Nc3ccccc3NC(=O)C(F)(F)F)n(CCC#N)n2)cc1 | -17% | 1% | -61% | ? | -7% | ? | 4% | 6%
CN(C)c1ccc(S(=O)(=O)c2ccc(Cl)cc2)cc1 | -9% | 5% | -1% | -11% | 0% | -7% | 5% | ?
CN(/C(=N\S(=O)(=O)c1ccccc1)C(F)(F)F)c1ccccc1 | -1% | -1% | 4% | 5% | 0% | 4% | 6% | 28µM*
CCOc1nc(-c2ccc(OC)cc2)ccc1-c1noc(C)n1 | ? | -11% | 0% | -27% | 0% | -12% | 1% | ?
Cc1ccc2nc3c(cc(C#N)c(=O)n3-c3nnc(SCc4ccccc4Cl)s3)c(=O)n2c1 | 13% | / | 2% | -24% | 1% | -4% | / | /
Cc1cccc(/C=N/n2c(-c3ccco3)n[nH]c2=S)c1 | ? | -10% | -2% | -25% | -9% | -4% | -5% | /
Cn1c(C(N)=O)cnc1Sc1ncc(C(F)(F)F)cc1Cl | 2% | 2% | -4% | -3% | 1% | 3% | -8% | 7%
CN(Cc1ccccc1)c1ccc(-c2nc(-c3ccccn3)no2)cc1[N+](=O)[O-] | 4% | / | 0% | 2% | 0% | 4% | / | /
C#CCNC(=O)C1=C[C@@H](c2ccc3c(c2)OCO3)[C@H](CCCO)[C@@H](OCC)O1 | -8% | 11% | -3% | 2% | 2% | 1% | -6% | ?
COc1cccc(-c2csc(N3CCN(C(=S)Nc4ccccc4Cl)CC3)n2)c1 | ? | -6% | -2% | ? | 2% | 5% | -2% | -10%
CCC1=[N+]([O-])C(C)(/C(C)=N\O)N(O)C1(C)C (stereo unspecified) | -4% | 5% | 1% | 1% | 5% | -3% | -9% | 6%
O=C(Nc1ccc2c(c1)OCCO2)c1cc2sccc2n1Cc1ccccc1 | -13% | -14% | -2% | 14µM*[quencher] | 0% | -6% | 7% | ?
O=C(NCc1ccccc1)C(c1cccs1)N(Cc1cccs1)C(=O)c1cnccn1 (stereo unspecified) | -5% | -6% | -3% | -8% | -1% | 3% | -1% | 4%
CC(C)c1cccc(C(C)C)c1NC(=O)COc1nncc2ccccc12 | 0% | 7% | 0% | 8% | 2% | 1% | -3% | 7%
CN1CCc2c(n(CC(O)CN(CCO)CCO)c3ccccc23)C1=O (stereo unspecified) | 10% | ? | 1% | -9% | 4% | -4% | 15% | 0%
Cn1cc(CN(Cc2ccccc2)C[C@@H]2CCC(=O)N2)c(-c2ccccc2F)n1 | -15% | 6% | -1% | -14% | 7% | -8% | -5% | -2%
C/C(=N\n1c(C)cc(C)c(C#N)c1=O)c1cccs1 | -6% | -6% | -2% | -4% | 1% | 0% | -11% | -3%
O=C1C=C(Nc2ccc(O)cc2)CC(c2ccco2)C1 (stereo unspecified) | 11% | ? | -2% | 5% | -6% | 14% | 4% | ?
CCn1c(C(C)NC(=O)c2cccs2)n[nH]c1=S (stereo unspecified) | -4% | -7% | -2% | -5% | 2% | -7% | -1% | -4%
CCOc1ccc(-n2c(=S)sc3c(=O)[nH]c(SCC(=O)N4CCC(C)CC4)nc32)cc1 | ? | / | 4% | -8% | 8% | 3% | -3% | -5%
CCOC(=O)N1CCN(c2cc(=O)n(-c3ccc(OCC)cc3)c(=O)[nH]2)CC1 | -1% | 8% | 3% | -3% | 8% | 1% | -8% | 11%
c1ccc2c(N3CCCCC3)nnc(N3CCCCC3)c2c1 | -7% | / | 0% | 1% | -2% | 2% | 3% | -7%
COc1ccc(-n2c(SCC(=O)Nc3ccccc3)nc(O)cc2=O)cc1 | / | / | 1% | -2% | 1% | 0% | 10% | /
COc1ccc(Cn2cnc3c([N+](=O)[O-])c(C)c(C)cc32)cc1 | 1% | -9% | -3% | -4% | 8% | 0% | 2% | -3%
Cc1ccc(NC(=O)CN(C)S(=O)(=O)c2cccc3cccnc23)cc1 | -15% | / | -5% | -9% | -14% | -5% | 1% | ?
O=C(N/N=C/c1ccc([N+](=O)[O-])cc1)c1cc2ccccc2o1 | ? | 9% | 2% | -17% | 6% | 6% | -8% | /
COc1ccc(OC)c(NC(=O)COC(=O)c2ccc(-n3cnnn3)cc2)c1 | -17% | -6% | -2% | -16% | 3% | -3% | -8% | -1%

An excerpt taken from the entries so far:
SMILES | Tau ThT inhib | L3MBTL1 inh | TR SRC2 fluor cs | Tau fluor cs | TRb-SRC2 inh | Tau FP inhib | aGal spleen mod | ALDH1A1 block
Cc1ccc(NC(=O)CN(C)S(=O)(=O)c2cccc3cccnc23)cc1 | -15% | / | -5% | -9% | -14% | -5% | 1% | ?
O=C(N/N=C/c1ccc([N+](=O)[O-])cc1)c1cc2ccccc2o1 | ? | 9% | 2% | -17% | 6% | 6% | -8% | /
COc1ccc(OC)c(NC(=O)COC(=O)c2ccc(-n3cnnn3)cc2)c1 | -17% | -6% | -2% | -16% | 3% | -3% | -8% | -1%
